High-throughput results from PubChem BioAssay.
BoNT-F LC inh = BoNT/F light chain protease inhibitors, primary screen, biochemical, flow cytometry, MLPCN library; Multiplex microsphere protease cleavage assay; Botulinum neurotoxin type F light chain protease (Clostridium botulinum); 360,000 tested, 0.22% active; inhibition, % at 10 µM; in the data active = inhibition above about 35%, passing the limit was not always enough; inconclusive = no clear call, values can overlap the other calls; also: plate controls were buffer without enzyme for full effect and enzyme alone for no effect
FadD28 FP inh = inhibitors of FadD28 bisubstrate probe binding, primary screen, biochemical, fluorescence polarization, single point; Mycobacterium tuberculosis FadD28 fatty-acid-AMP ligase; inhibition, % at 12.5 µM; 360,000 tested, 0.22% active; AID 588549, 2011; in the data active = inhibition above about 8.5%, passing the limit was not always enough; inconclusive = no clear call, values can overlap the other calls
PfHsp40 rescue = rescue of yeast from PfHsp40 toxicity, primary screen, S. cerevisiae, ATP luminescence. S. cerevisiae expressing PfHsp40, growth rescue. growth rescue, % at 12.5 µM. 340,000 tested, 0.68% active; in the data active = growth rescue above about 28%, passing the limit was not always enough; inconclusive = no clear call, values can overlap the other calls;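 also: yeast W303a lacking pdr1 and pdr3 grown in galactose medium; growth measured after three days at 30 °C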
CCHFV vOTU inh = CCHFV vOTU protease inhibitors, primary screen, biochemical, Pep-AMC substrate, fluorescence | 370,000 tested, 0.55% active | inhibition, % at 11.5 µM | Crimean-Congo hemorrhagic fever virus L polyprotein viral ovarian tumor (vOTU) protease … | AID 651958, 2012; in the data active = inhibition above about 30%; also: 0% = vehicle wells with enzyme and 100% = no enzyme wells
TcdB inh = TcdB glycohydrolase inhibitors, primary screen, biochemical, single point, plate reader | 350,000 tested, 0.24% active | TcdB glycohydrolase enzymatic assay | inhibition, % at 9.99 µM | AID 652162, 2013; in the data active = inhibition above about 10%
Anthrax LF inh2 = Bacillus anthracis LF protease inhibitors, primary screen, biochemical, multiplex microsphere, MLPCN library; Lethal factor (Bacillus anthracis), P15917; multiplex microsphere protease cleavage assay; inhibition, % at 10 µM; 360,000 tested, 0.12% active; AID 588501, 2011; also: plate controls were buffer without enzyme for full effect and enzyme alone for no effect
Target sequence (P15917 whole entry, looked up): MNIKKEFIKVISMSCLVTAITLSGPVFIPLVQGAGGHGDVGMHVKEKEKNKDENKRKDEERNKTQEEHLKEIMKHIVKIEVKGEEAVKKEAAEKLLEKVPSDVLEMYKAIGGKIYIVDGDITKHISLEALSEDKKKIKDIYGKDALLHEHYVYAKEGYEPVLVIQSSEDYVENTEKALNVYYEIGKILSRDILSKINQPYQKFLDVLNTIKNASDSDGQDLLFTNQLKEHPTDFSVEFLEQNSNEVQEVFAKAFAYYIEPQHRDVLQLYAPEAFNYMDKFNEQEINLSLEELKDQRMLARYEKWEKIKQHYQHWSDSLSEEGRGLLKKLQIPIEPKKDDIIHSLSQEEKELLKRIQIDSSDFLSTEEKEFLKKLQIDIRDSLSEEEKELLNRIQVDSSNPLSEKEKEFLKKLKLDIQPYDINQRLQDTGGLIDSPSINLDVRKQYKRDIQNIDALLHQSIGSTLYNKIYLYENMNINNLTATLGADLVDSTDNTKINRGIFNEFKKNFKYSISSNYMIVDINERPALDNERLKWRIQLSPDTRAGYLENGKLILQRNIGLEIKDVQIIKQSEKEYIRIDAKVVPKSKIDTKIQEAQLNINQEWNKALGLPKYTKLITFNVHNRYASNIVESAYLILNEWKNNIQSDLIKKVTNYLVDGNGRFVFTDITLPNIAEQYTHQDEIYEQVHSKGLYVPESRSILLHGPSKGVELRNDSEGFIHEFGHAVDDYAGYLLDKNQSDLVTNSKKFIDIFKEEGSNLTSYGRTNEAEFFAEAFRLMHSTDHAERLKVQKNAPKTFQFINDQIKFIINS
Y pestis TopoI = Yersinia pestis topoisomerase I inhibitors, primary screen, biochemical, cleavage product accumulation, plate reader, single point; DNA topoisomerase I (Yersinia pestis CO92); Y. pestis Topo-I cleavage product accumulation; activity, % at 10 µM; 360,000 tested, 0.064% active; AID 504884, 2011; in the data active = activity above about 50%, passing the limit was not always enough; inconclusive = no clear call, values can overlap the other calls; also: inactives centre near 2
BoNT A protease = BoNT/A light chain protease inhibitors, primary screen, biochemical, flow cytometry, MLPCN library | multiplex microsphere protease substrate cleavage | inhibition, % at 10 µM | 360,000 tested, 0.17% active; also: plate controls were buffer without enzyme for full effect and enzyme alone for no effect
PrPC TRFRET = inhibitors of human cell surface prion protein PrPC, primary screen, cell-based, TR-FRET. Major prion protein (Homo sapiens), P04156. TR-FRET read-out. inhibition, % at 13.8 µM. 370,000 tested, 0.43% active; in the data active = inhibition above about 24%; also: 0% = median of the test wells and 100% = reference compound wells
Numbers without * were called inactive; ? = inconclusive; . = not tested or not shown. Rule as the data show it, unless noted: active = inhibition above about 30%; inconclusive = no clear call, values can overlap the other calls; inactive = below that.

Structure,BoNT-F LC inh,FadD28 FP inh,PfHsp40 rescue,CCHFV vOTU inh,TcdB inh,Anthrax LF inh2,Y pestis TopoI,BoNT A protease,PrPC TRFRET
N#Cc1c(NCCCO)nc(-c2ccccc2)c2c1CCCC2,6,-2.1,0.9,-7,.,4,-1,0.7,-8
Cc1c(C)c2ccc(OCC(=O)N3CCC[C@@H]3C(=O)O)c(C)c2oc1=O,-3,-1.7,1.1,-35,-0.3,-5,11,1.2,5
COc1ccc(C2=NOC(Cn3nc(C(=O)NCc4cccs4)cc3-c3ccccc3)C2)cc1 (configuration not stated),-2,-3.9,2.7,10,0.1,2,22,0.2,-8
CCOC(=O)/C(=N\Nc1cccc(Cl)c1)Sc1nnc(-c2ccc(OC)cc2)n1C,-11,0.3,1.2,10,.,-1,-4,-0.6,-5
Cc1cccc(C)c1NC(=O)CNC(=O)c1ccc(COc2ccccc2)o1,3,0.0,-1.0,3,1.0,5,-2,-0.3,3
O=S(=O)(NCCCCCNS(=O)(=O)c1c(F)cccc1F)c1ccc2c(c1)OCCO2,-3,-2.0,-0.9,3,0.3,-4,0,0.1,2
CN(CC(=O)Nc1ccc(N2CCOCC2)cc1)C(=O)c1ccc(CS(C)(=O)=O)cc1,-2,-3.2,3.2,-4,0.5,2,1,0.4,-4
COc1cccc(CN(C)Cc2nc(C3CC3)no2)c1,-6,-0.5,1.8,4,-0.1,-2,-2,0.0,2
COc1ccc(-c2nc(C3CCCCC3)c3cc(OC)ccc3n2)cc1,8,0.9,-1.0,4,-0.6,-6,-5,1.3,-4
CCOC(=O)c1[nH]c(C)c(C(=O)Nc2ccccc2F)c1C,-6,-1.6,-0.7,-9,.,-7,4,0.1,2
COCc1ccc(C(=O)N2CCCC(C(=O)c3cccc(C(F)(F)F)c3)C2)o1 (configuration not stated),4,-1.0,0.2,-3,0.2,-3,4,1.4,7
COc1ccc(NC(=O)CSC2CCCCC2)cc1,-3,-3.4,1.3,-5,.,2,5,-2.9,8
CCOc1ccc(S(=O)(=O)N2CCC(C(=O)NCc3cccnc3)CC2)cc1Cl,-8,-0.7,0.6,11,1.9,-10,4,-3.8,4
CC(C)CCCN1C(N(C)C)=NC[C@@H]1C,7,-2.1,-0.6,-2,-0.4,6,-8,0.0,8
Fc1ccc(NC(=S)N2CCCC(c3ccccc3)=N2)cc1,?,-1.3,3.3,-3,1.2,11,-5,?,1

Structure,BoNT-F LC inh,FadD28 FP inh,PfHsp40 rescue,CCHFV vOTU inh,TcdB inh,Anthrax LF inh2,Y pestis TopoI,BoNT A protease,PrPC TRFRET
O=C(NCCCCCCNC(=O)c1cncc(O)c1)c1cncc(O)c1,6,-0.5,1.4,-8,1.3,0,4,-0.3,-2
CCOC(=O)C(c1nc2ccccc2[nH]1)n1c(-c2ccccn2)nc2ccccc21 (configuration not stated),-9,-2.9,.,1,-2.6,0,.,-1.9,-4
COc1ccc2[nH]cc(CCNC(=O)CC[C@H]3O[C@@H](n4cc(C)c(=O)[nH]c4=O)C[C@@H]3O)c2c1,-5,-1.9,-0.7,5,0.1,1,-3,0.0,-5
COC(=O)C1=C(C)N(C)C(=O)NC1c1c(OC)ccc2ccccc12 (configuration not stated),6,-0.6,-0.5,2,0.9,16,-5,0.0,5
Cc1ccc(S(=O)(=O)Nc2nc(C)c(C(=O)NNS(=O)(=O)c3cc(C)ccc3C)s2)cc1,-2,3.1,-0.4,2,-0.3,-2,7,-1.1,-5
Cc1ccc(S(=O)(=O)N2CCN(S(=O)(=O)N(C)C)CC2)c(C)c1,-3,-3.2,0.3,-14,.,-5,6,-0.4,7
CCOc1ccc(NC(=O)CCN2CCN(S(=O)(=O)c3ccc(F)cc3)CC2)cc1,5,-1.9,-2.1,8,2.1,3,4,1.7,-4
O=C1c2ccccc2C(Nc2ccc(S(=O)(=O)N3CCCCCC3)cc2)N1c1ccccn1 (configuration not stated),-19,-1.2,0.3,2,0.0,-5,-7,-1.2,-5
CCn1cc(C(=O)O)c(=O)c2cc(F)c(N3CCN(S(=O)(=O)c4ccc(NC(C)=O)cc4)CC3)cc21,3,-1.1,2.6,-8,-0.3,-2,11,0.3,-2
Cc1nn(CCCC(=O)NCc2ccco2)c(=O)c2nn(-c3ccccc3)c(C)c12,-2,-4.1,-0.9,-5,2.3,-3,-3,-0.3,0
CCCN1CCN(CCCNC(=O)Cn2cc3c(n2)CCCC3)CC1,-4,-3.0,-0.5,4,2.0,-12,-1,-0.5,6
CCCn1c(=N)n(CC(O)COc2cccc(C)c2)c2ccccc21 (configuration not stated),-14,-3.7,-0.6,8,.,-7,3,-0.7,-2
C=CCn1c(C)cc(C(=O)COC(=O)C2CC(=O)N(Cc3ccccc3)C2)c1C (configuration not stated),12,-1.4,-0.4,16,.,4,31,-0.5,6
COCCNC(=O)C1CCC(=O)N1S(=O)(=O)c1ccc(C)cc1 (configuration not stated),-5,0.1,-1.6,2,0.8,11,15,-2.3,-4
Cc1cccc2cc(C3CC(c4ccco4)=NN3S(C)(=O)=O)c(Cl)nc12 (configuration not stated),-2,-3.4,-1.5,8,0.1,1,3,-1.4,5

Not a retest: entries from further up.
Structure,BoNT-F LC inh,FadD28 FP inh,PfHsp40 rescue,CCHFV vOTU inh,TcdB inh,Anthrax LF inh2,Y pestis TopoI,BoNT A protease,PrPC TRFRET
N#Cc1c(NCCCO)nc(-c2ccccc2)c2c1CCCC2,6,-2.1,0.9,-7,.,4,-1,0.7,-8
Cc1c(C)c2ccc(OCC(=O)N3CCC[C@@H]3C(=O)O)c(C)c2oc1=O,-3,-1.7,1.1,-35,-0.3,-5,11,1.2,5
COc1ccc(C2=NOC(Cn3nc(C(=O)NCc4cccs4)cc3-c3ccccc3)C2)cc1 (configuration not stated),-2,-3.9,2.7,10,0.1,2,22,0.2,-8

(continued)
Structure,BoNT-F LC inh,FadD28 FP inh,PfHsp40 rescue,CCHFV vOTU inh,TcdB inh,Anthrax LF inh2,Y pestis TopoI,BoNT A protease,PrPC TRFRET
CC1=NN(C(=O)c2csc(C(C)C)c2)C(O)(C(F)(F)F)C1 (configuration not stated),-4,-0.5,-0.8,4,-0.2,-2,-6,-0.1,2
O=C(O)CCS(=O)(=O)c1cccc2cccnc12,-1,0.3,-1.5,5,.,4,4,-0.3,16
NC(=O)COC(=O)/C=C/c1cccc(Br)c1,9,1.1,1.2,-1,0.8,4,4,0.2,0
CCc1cc2c3c([nH]c2cc1S(=O)(=O)N1CCC2(CC1)OCCO2)CCCC3=O,-1,-10,0.5,4,0.8,0,2,2.0,-10
O=c1[nH]c(=S)n(C2CC2)c(O)c1C=NCc1ccc(F)cc1,-16,2.5,0.3,1,-0.1,-5,8,-0.6,-6
O=C(OCc1nnc(-c2ccccc2)o1)c1cc([N+](=O)[O-])ccc1Cl,-6,-2.3,-0.1,-15,0.6,2,2,-0.6,3
CCCN1CCN(CCCNC(=O)C(CC)n2nc(C)c3sc4ccccc4c3c2=O)CC1 (configuration not stated),0,-4.1,-1.1,-4,0.9,-1,7,0.5,-9
O=C(c1ccc(NC(=S)NCc2ccco2)cc1)N1CCOCC1,3,-1.1,-1.4,4,1.0,3,5,0.4,-6
O=C(N/N=C/c1cc([N+](=O)[O-])cc([N+](=O)[O-])c1O)/C(=C\c1cccs1)NC(=O)c1ccccc1,-7,2.9,-0.3,11,-0.1,-2,6,0.0,-15
CCc1ccc(N(CC(=O)NC2CCCCC2)C(=O)CCC(=O)Nc2ccccn2)cc1,0,-2.3,0.1,12,0.4,-2,-7,-0.1,0
O=C(NCc1ccccc1Cl)C1CCCN(S(=O)(=O)c2cccc3nonc23)C1 (configuration not stated),-8,-1.8,-0.6,2,0.7,6,-1,-5.5,-14
Cc1n[nH]c(C)c1Cc1c(F)cccc1Cl,?,-9.8,-0.4,-7,3.2,0,7,?,4
COCCCn1c(SCC(=O)Nc2nnc(C)s2)nnc1-c1ccoc1C,-12,-2.1,0.3,7,-0.6,-3,4,-0.7,-6
CN(CC(=O)NCc1ccncc1)S(=O)(=O)c1ccccc1,5,-3.0,-0.9,5,-0.7,-3,-5,1.5,13
COC(C[C@@H]1O[C@H]1[C@@H](O)[C@@H](C)OCc1ccccc1)OC,-6,0.8,0.0,-10,-0.2,10,3,-0.2,4

Structure,BoNT-F LC inh,FadD28 FP inh,PfHsp40 rescue,CCHFV vOTU inh,TcdB inh,Anthrax LF inh2,Y pestis TopoI,BoNT A protease,PrPC TRFRET
COc1cccc(OCc2cc(C(=O)N3CCN(C4CCCCC4)C(=O)C3)no2)c1,0,-1.0,1.7,6,0.5,2,41,-0.3,7
COc1cc(O)cc2c1C(=O)OC(C)CCCC(=O)CCC/C=C\2 (configuration not stated),2,-1.3,-0.5,-5,-1.1,-3,1,0.9,-6
Cc1nc(Cl)c(S(N)(=O)=O)c(C)c1Cl,1,0.0,-1.0,17,-0.2,-8,2,-0.8,13
CN(C)/C=N/NC(=O)c1ccccc1Cl,?,-3.8,-1.0,-13,3.0,0,-3,-1.2,7
O=C(Sc1ccc(Cl)cc1)c1ccccn1,10,?,22,3,0.0,-6,2,-0.1,-5
O=C(Oc1ccc(Br)cc1)C1CCN(C2=NS(=O)(=O)c3ccccc32)CC1,5,-4.7,-0.2,1,-1.3,0,17,-0.3,-2
Cc1ccc(NC(=O)c2cc(S(=O)(=O)N3CCOCC3)ccc2F)c(C)c1,3,-4.2,1.2,-5,.,-1,5,0.2,7
COCC1CCCN(C(=O)c2ccc3oc(CCCc4ccccc4)nc3c2)C1 (configuration not stated),-4,-3.4,0.8,13,0.8,-10,19,-0.5,2
C[C@H]1C=C(C(=O)N2CCOCC2)O[C@@H](OCc2ccc(CO)cc2)C1,-6,-0.8,-1.6,-2,0.0,-7,7,0.3,5
CCOc1cc(C2NC(=O)CCC2[N+](=O)[O-])cc(Br)c1OCC (configuration not stated),6,-0.4,0.6,-3,-1.1,3,-3,-3.1,5
COc1ccc(NC(=O)Cn2nc(Cc3cccnc3)c3ccccc3c2=O)c(OC)c1,-1,-0.6,-1.3,-1,1.2,2,4,-1.0,2
CC(=O)Nc1ccc(NC(=O)C2CCCN(c3ncccn3)C2)cc1 (configuration not stated),1,0.4,0.4,5,.,0,1,-0.8,-2
